# Bioassay records deposited in PubChem by National Center for Advancing Translational Sciences (NCATS).
# Pf Dd2 inh: Plasmodium falciparum Dd2 growth inhibition. AID 1347417. P. falciparum Dd2 growth, SYBR Green, 72 h. 120,000 compounds, 4.3% hits. Potency, µM (titrated, usually from 28.9 µM), for inactives: at the highest dose activity, negative = inhibition, actives largely listed as inhibitors; active = well fitted inhibition curve with a large enough effect; inconclusive = small, poorly fitted or top-dose-only effect; inactive = no such curve, though single readings can be large or run the other way;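 note: plate controls were DMSO vehicle for no effect and reference drug for full effect; nearly all actives have a fitted effect of over 65% in size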
#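 Infected erythrocytes (Dd2, 0.3% parasitemia, 2.5% hematocrit final) are added to compound in RPMI-1640/Albumax II medium, grown 72 h at 37C in low oxygen, then lysed with saponin/Triton-X containing SYBR Green and read by fluorescence.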
# An asterisk follows results filed as active; i = inactive; ? = inconclusive; ! = a repeat was not active; [ ] = remark or other dose. Potency is the fitted concentration of half-maximal effect. These rows are one share of the data; count on the stated rates, not on these rows.
nr	canonical_smiles	Pf Dd2 inh
1	O=C(Nc1ccc2oc(-c3cccnc3)nc2c1)c1ccc(-c2ccccc2OC(F)(F)F)o1	-2%
2	Cc1noc(C)c1S(=O)(=O)N1CCCCCCNC(=O)[C@@H]2CCC[C@@H]21	4%
3	CCc1noc(-c2ccn3c(CNC(=O)c4cc(F)ccc4F)nnc3c2)n1	4%
4	CN(C(=O)CSc1nc2ccc(NC(=O)COc3ccccc3Cl)cc2s1)c1ccccc1	?
5	O=C(c1cccs1)N1CCC(OCC2CC2)C1 (stereo not drawn)	-12%
6	COc1ccc(/C=C/c2nc(C#N)c(NCc3ccc(C)cc3)o2)cc1OC	-20%
7	Cc1cccc(CS(=O)(=O)c2ncc(Cl)c(C(=O)Nc3nnc(C(C)C)s3)n2)c1	-1%
8	COCCN1C(=O)[C@H]2CN(Cc3cc(Br)ccc3F)C[C@H]2C1=O	17%
9	O=C(CC1Nc2cccc3cccc(c23)NC1=O)Nc1ccc(F)cc1 (stereo not drawn)	26%
10	Cc1ccc(C)c(NC(=O)N2CCCC(Cn3c(C4CC4)nc4cccnc43)C2)c1 (stereo not drawn)	-5%
11	Cc1ccc2c(=O)c(C(=O)c3cccc(Cl)c3)cn(CC(=O)Nc3ccccc3C(F)(F)F)c2n1	?
12	Cc1cn(C)c(CC(=O)N2CCN(c3cccc(C(F)(F)F)c3)CC2)c1C(=O)O	54%[activator][0.594 µM]
13	Cc1cc(OC2CN([S+](=O)([O-])c3cccs3)C2)ccc1F	?
14	NC(=O)C1(c2nc(COc3ccccc3)nn2-c2ccc3c(c2)OCO3)CC1	12%
15	Cc1oc(-c2ccc(Cl)cc2)nc1CN1CCCC(C(=O)NCCc2ccccc2)C1 (stereo not drawn)	-24%
16	Cc1ccc(-c2cc(C(F)(F)F)n3nc(C(=O)Nc4ccc(Cl)cc4Cl)cc3n2)cc1	69%[activator]
17	CN(C)C(=O)N1Cc2ccccc2OC2(CCN(C(=O)CCCNC(N)=O)CC2)C1	i
18	COc1ccc2c(=O)n(CC(=O)N3CCCOCC3)ccc2c1OC	-18%
19	O=C(N[C@@H]1CCOC[C@H]1Oc1cccc(F)c1)c1cnc2ccccn2c1=O	?
20	CCN(CC)S(=O)(=O)c1nnc(NC(=O)COc2cccc(C)c2)s1	-20%[5.79 µM]
21	CNCCN1C(=O)CC[C@H]2CN(C(=O)NCc3ccccc3)CC[C@H]21	17%
22	CC(=O)Nc1c(C)nn(-c2ccccc2)c1N1CCC(C(=O)Nc2ccc(C)cc2Cl)CC1	i
23	COc1ccc(-c2cc(C[C@@H]3CC[C@H](O)[C@@H](CNC(=O)NCc4ccccc4)O3)no2)cc1	i
24	COC(=O)CNC(=O)N1c2ccccc2CC1c1nc(C(C)C)no1 (stereo not drawn)	38%[5.79 µM]
25	O=C(NCc1ccco1)C1CCN(C(=O)c2ncn3c2COC(c2ccc(F)cc2)C3)CC1 (stereo not drawn)	-17%
26	CC(C)c1noc(-c2cccn3c(CNC(=O)c4cccc(Cl)c4)nnc23)n1	?
27	Cc1cc2cc(-c3c(C)noc3C)nc(NCCN(C)C)c2o1	?
28	O=C1NCc2ccccc2CC12CCN(Cc1cccc(O)c1)C2 (stereo not drawn)	?
29	CC(C)(Oc1nn(Cc2cccc(Cl)c2)c2ccccc12)C(=O)NCCCN1CCCC1=O	i
30	Cc1ccc(C(CC(=O)N2CCc3ccccc3C2)c2cn(C)c3ccccc23)cc1 (stereo not drawn)	i
31	COc1cccc(C2Cn3nnc(-c4nc(-c5ccccc5Br)no4)c3CO2)c1 (stereo not drawn)	?
32	Cc1noc(C)c1[S+](=O)([O-])N1CCC(N2CCNC2=O)CC1	15%
33	O=C(CC(c1cccs1)N1Cc2ccccc2C1=O)Nc1ccc(F)c(Cl)c1 (stereo not drawn)	-30%
34	CC(C)Oc1ccc(CNC(=O)C2CCN(c3nc4ccccc4nc3C(F)(F)F)CC2)cc1	15%
35	COc1ccc(C)cc1NC(=O)N1CC2CC(C1)[C@H]1CCCC(=O)N1C2 (stereo partly drawn)	0%
36	COc1ccc(-c2cc(C(=O)NCc3c(C)cc(C)[nH]c3=O)c3c(c2)N(C(C)C)CCO3)cc1	?
37	CC(C)N1C[C@H](O)C[C@H]1c1nnc2n1CCN(C(=O)Cc1ccccc1)CC2	14%
38	O=C(c1ccc(F)cc1)N1CCc2c([nH]c3ccccc23)C1c1ccc(Cl)cc1 (stereo not drawn)	?
39	COc1ccc(CC(=O)NCCc2csc3nc(-c4ccccc4F)nn23)cc1	-15%
40	Cc1ccc(-c2cnc([C@@H]3COCCN3CC3CC3)[nH]2)cc1	i
41	CCOc1ccc(OCC)c(NC(=O)c2nnn(Cc3cc(Br)ccc3OC)c2N)c1	i
42	CCN(C(=O)CN1C(=O)NC(c2ccc(C)cc2)C2=C1COC2=O)c1cccc(C)c1 (stereo not drawn)	i
43	CN(C)c1cc(N2CCCC(NC(=O)Cc3cccs3)C2)ncn1 (stereo not drawn)	36%[activator][5.79 µM]
44	c1csc(-c2nc3ccncc3[nH]2)c1	18µM*!
45	O=C(NCc1ccccc1)[C@@H]1Cc2nc[nH]c2CN1C(=O)NC1CCCCC1	-3%[44.1 µM]
46	O=C(CCC[C@H]1NC[C@@H]2C[C@H]1CN(Cc1ccccc1)C2)NCCc1cccnc1	?
47	O=S(=O)(c1cccc(C(F)(F)F)c1)N1CCC(n2cnnc2C2CC2)CC1	12%
48	COCC(=O)N[C@H]1C[C@H]2C(=O)Nc3ccc(-c4ccsc4)cc3C(=O)N2C1	30%[activator][44.1 µM]
49	COc1cc(CNCc2c(C(=O)O)c(C)n(Cc3cccc(Cl)c3)c2C)cc(OC)c1OC	0%
50	COCCNC(=O)C[C@@H]1C[C@@H](C(C)C)[C@H](CNC(=O)C2CC2)C=C1C	8.9µM*

# (list continues)
nr	canonical_smiles	Pf Dd2 inh
51	Cn1cc(CN2CCN(C(=O)c3ccsc3)CC2)ccc1=O	1%
52	CCc1cc(NC(CCO)c2ccccc2)n2nc(C)c(C)c2n1 (stereo not drawn)	-29%
53	Cc1cc(C(=O)N2[C@H]3CC[C@@H]2c2cnc(-c4ccc(F)cc4)nc2C3)n[nH]1	?
54	CCc1ccc(NC(=O)c2ccc(CN3CC(=O)N4CCCCC4C3=O)cc2)cc1 (stereo not drawn)	i
55	Cc1cc(C)cc(OCC(=O)N(Cc2ccco2)Cc2ccccc2Cl)c1	-16%
56	CC(Oc1ccccc1)C(=O)Nc1cccc(-c2cn3cccnc3n2)c1 (stereo not drawn)	-30%
57	COc1ccc(Cl)cc1NC(=O)c1nnn(Cc2cccc(C(F)(F)F)c2)c1N	-1%
58	COC(=O)N1CCC2(CC1)CC(=O)N(c1ccccc1)c1ccccc1O2	-7%
59	COc1ccc(C)cc1NC(=O)COc1ccc(-c2nnc3n2CCCC3)cc1	?
60	CCN(CC)c1ccc(C(=O)NCc2nnc3ccc(-c4ccc(OC)cc4)nn23)cc1	-3%
61	O=C(Nc1c(C(=O)N2CCN(c3ccc(F)cc3)CC2)oc2ccccc12)c1ccco1	?
62	CC1CCN(S(=O)(=O)c2ccc3c(c2)oc(=O)n3CC(=O)N2CCCCC2)CC1	65%[activator]
63	Cc1ccc(C(=O)NC(C(=O)NC2CC2)C2CCN(C(=O)c3ccc4c(c3)OCO4)CC2)cc1 (stereo not drawn)	i
64	O=C(Cc1ccc(F)cc1)N1CC(F)(F)C[C@H]1c1nc(C2CC2)no1	-7%
65	Cc1cccc(CNC(=O)c2ccc3nc(Cc4ccccc4)oc3c2)c1	?
66	Cc1ccn2c(Nc3ccc(C(C)C)cc3)c(-c3ccsc3)nc2c1	?
67	CCn1ccc(C(=O)N[C@@H]2CN(Cc3ccccc3)C[C@H]2CN(C)C)n1	?
68	CN1CCCN(C(=O)c2ccc(Cl)cc2)c2ccccc21	?
69	O=C(c1ccncc1)N1CCC(n2cc(-c3nc(-c4ccccc4)no3)nn2)CC1	?
70	COc1ccc(-c2nc(CN3CCN(CCO)CC3)c(C)o2)c2ccccc12	11µM*
71	CCc1noc(CN(C(=O)c2oc3ccc(C)cc3c2C)C(C)C)n1	?
72	O=C(C1CCC1)N1CCCc2cc(S(=O)(=O)N3CCN(c4cccc(Cl)c4)CC3)ccc21	-28%
73	O=C(O)CCC(=O)N1CCOC2(CCN(C(=O)c3ccccc3)CC2)C1	45%[activator]
74	O=C(Nc1cccc(Cl)c1)N1CCC2(CC1)SCC(=O)N2Cc1ccco1	-3%
75	N#CC1(c2ccccc2)CCN(C(=O)c2cccc(-n3cnnc3)c2)CC1	-6%
76	Cn1cc(-c2cc3n(n2)CCC(=O)N3CCCC(=O)NCc2ccc(F)cc2)c2ccccc21	-7%
77	COc1ccc(C(=O)N2CCC3(CC2)OC(=O)N(Cc2csc(C)n2)C3(C)c2ccccc2)cn1 (stereo not drawn)	?
78	Cc1ccc(N2CC(NC(=O)CCc3ccccc3)CC2=O)cc1 (stereo not drawn)	60%[activator]
79	Cc1ccc(-n2nc(CO)c(C(=O)NCc3ccccn3)n2)cc1	i
80	N#Cc1cccnc1N1CCCC(CO)(CCCc2ccccc2)C1 (stereo not drawn)	10%
81	COCCN1CC(CO)C2(CCN(C(=O)c3cc(Cl)ccc3OC)CC2)C1 (stereo not drawn)	?
82	COc1ccc(C(C)NC(=O)C2CCN(c3cc(C(F)(F)F)ncn3)CC2)cc1 (stereo not drawn)	?
83	CC(=O)N(C1CC1)C1CCOC2(CCN(C(=O)c3nccc4ccccc34)CC2)C1 (stereo not drawn)	-23%
84	COCC1CN(Cc2c[nH]c3ccccc23)CC12CCNCC2 (stereo not drawn)	6%
85	O=C(NCc1ccc(Cl)nc1)c1cn2c(n1)CN(C(=O)c1cccnc1)CC2	8%
86	COc1ccccc1-c1cc2nc(C)c(CCC(=O)O)c(C)n2n1	?
87	CSc1cccc(NC(=O)Nc2ccc(-c3nnc4n3CCCC4)cc2)c1	25%
88	CCOc1ccc(CC(=O)NCCc2csc(-c3ccc(Cl)cc3)n2)cc1	i
89	CCn1nc(C)c(CNC(=O)C2(CCO)CC23CCOCC3)c1C (stereo not drawn)	-12%
90	CNC(=O)[C@@H]1CNC[C@H]1c1nc(C)no1	-1%
91	CCC(C)NC(=O)C(NC(=O)c1ccc(F)cc1)C1CCN(C(=O)c2cccc(F)c2)CC1 (stereo not drawn)	i
92	CN(Cc1ccc(N2CCCCC2)cc1)C(=O)c1ccc2c(c1)C(O)CCCCCN2C (stereo not drawn)	?
93	O=C(CSc1nccn1Cc1ccc(F)cc1)Nc1nc2ccccc2s1	3%
94	Cc1nn(CC(=O)O)c(=O)c2nc(-c3ccccc3)sc12	20%
95	CCN(CC)C(=O)C1CCCN(c2ncnc3onc(C)c23)C1 (stereo not drawn)	-20%
96	COc1cc(=O)n2c(c1C(=O)NC1CCCCCC1)CCCC2	i
97	COc1cccc(C(=O)N2CCn3nnc(CCC(=O)NC4CC4)c3C2)c1	8%
98	O=C(NC1CC(c2cc(NCCO)ncn2)C1)c1cc2ccccc2[nH]1 (stereo not drawn)	?
99	COc1cccc(N2CCN(c3nc(C(=O)NCc4ccco4)cs3)CC2)c1	?
100	CNc1nccc(N2CCC(CC(=O)NCCOC)CC2)n1	i

# Laid out differently: entries from further up
(83) CC(=O)N(C1CC1)C1CCOC2(CCN(C(=O)c3nccc4ccccc34)CC2)C1 (stereo not drawn)
  Pf Dd2 inh = -23%
(80) N#Cc1cccnc1N1CCCC(CO)(CCCc2ccccc2)C1 (stereo not drawn)
  Pf Dd2 inh = 10%

# 4 structures already listed, arranged by number of heavy atoms, smallest number first.
nr	canonical_smiles	Pf Dd2 inh
86	COc1ccccc1-c1cc2nc(C)c(CCC(=O)O)c(C)n2n1	?
64	O=C(Cc1ccc(F)cc1)N1CC(F)(F)C[C@H]1c1nc(C2CC2)no1	-7%
46	O=C(CCC[C@H]1NC[C@@H]2C[C@H]1CN(Cc1ccccc1)C2)NCCc1cccnc1	?
36	COc1ccc(-c2cc(C(=O)NCc3c(C)cc(C)[nH]c3=O)c3c(c2)N(C(C)C)CCO3)cc1	?

# (continued)
nr	canonical_smiles	Pf Dd2 inh
101	COCCc1nc(-c2cnc(C3CC3)nc2)n(-c2ccc(F)cc2F)n1	-2%
102	COc1ccc(S(=O)(=O)N2[C@@H]3CC[C@H]2CC(NC(=O)c2ccc(F)cc2)C3)cc1OC (stereo partly drawn)	-17%
103	Cc1ccc(-n2ncc(C(=O)NCCN3CCc4ccccc4C3)c2C2CCN(C(=O)OC(C)(C)C)CC2)cc1C	?
104	Cc1ccc(C2=NC3(CCN(C(=O)c4ccc[nH]4)CC3)ON2)cc1	-56%
105	O=C(c1cccnc1)N1CC[C@H]2COC(=O)N2c2cc(F)ccc2C1	-11%[44.1 µM]
106	CC(CNC(=O)Cn1ccc2cc(S(=O)(=O)N3CCCCCC3)ccc21)c1ccccc1 (stereo not drawn)	?
107	CN1C[C@H](O)C[C@H]1c1nnc2n1CCN(C(=O)Cc1cccc(F)c1)CC2	11%
108	CC(C)c1nnc(C2CN(C(=O)c3ccc(F)c(F)c3)CC23CCOCC3)o1 (stereo not drawn)	-6%
109	CCCOc1cccc(C(=O)Nc2cccc(NC(=O)c3ccc(C(C)(C)C)cc3)c2)c1	?
110	CSc1cccc(NC(=O)N[C@H]2C[C@@H](C(=O)N[C@H](Cc3c[nH]c4ccccc34)C(N)=O)N(C(=O)C=C(C)C)C2)c1	i
111	Cc1ccc(CN2C(=O)NC3(CCCN(C(=O)c4cc(Cl)ccc4F)C3)C2=O)cc1 (stereo not drawn)	?
112	Cc1cnc(C(=O)N2CCC3(CC2)CC(N(Cc2ccc(F)cc2)C2CC2)CCO3)cn1 (stereo not drawn)	-6%
